Screening data as filed in PubChem.
TR SRC2 fluor cs: counter-screen for TRb-SRC2 inhibitors: fluorescence interference; TRb/SRC2 Texas Red total fluorescence interference; Potency, µM (titrated, usually from 106 µM), for the others: at the top dose fluorescence change, negative = quenching; 280,000 compounds, 0.29% hits; active = well fitted curve in either direction with a large enough effect; inconclusive = small, poorly fitted or top-dose-only effect
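Human TRb ligand-binding domain at 0.6 uM with 20 nM Texas Red SRC2 peptide in Tris buffer containing 1 uM T3 and 5% DMSO, incubated with compound 5 h at ambient temperature. Total fluorescence (555/632 nm) calculated as parallel + 2 × perpendicular.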
GoLoco inh red: blocks human Gai1 binding to RGS12 GoLoco peptide, red readout. 230,000 compounds, 0.44% hits. P63096. Gai1:RGS12 GoLoco peptide FP, rhodamine, 10 min. AID 880. Potency, µM (series often up to 61.6 µM), for inactives: top-dose activity, negative = inhibition, hits mostly inhibitors; active = well fitted inhibition curve with a large enough effect, not every such curve was filed as active; inactive = no such curve, though single readings can be large or run the other way; note: nearly all actives have a fitted effect of over 30% in size; many of its hits are not listed in these tables
GAA inh: inhibitors of human lysosomal alpha-glucosidase; Potency, µM (series often up to 76.9 µM), for inactives: top-dose activity change, negative = inhibition, most hits filed as inhibitors; P10253; 200,000 compounds, 0.005% hits; AID 1466; purified human GAA, 4-MU-alpha-glucoside fluorescence;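 note: plate controls were uninhibited enzyme wells for no effect and no-enzyme background for full effect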
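Enzyme (4 nM final) mixed with compound (up to 77 uM), then 4-MU-alpha-D-pyranoside (400 uM final) added; 20 min at room temperature, pH 5.0. Reaction stopped at pH 10, fluorescence read, AC50 derived by Hill fit.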
GAA glycogen: alters human alpha-glucosidase cleavage of glycogen; P10253; recombinant GAA, glycogen substrate, Amplex Red glucose oxidase fluorescence; Potency, µM (titrated, usually from 76.4 µM), for the others: at the top dose activity change, negative = inhibition, usual class: inhibitors; 300,000 compounds, 0.38% hits; AID 2100;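 note: 0% = full enzyme reaction and -100% = no-enzyme basal signal; the screen sought inhibitors and activators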
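Recombinant enzyme (4 nM final) with compounds titrated up to 77 uM and bovine liver glycogen (30 ug) in citrate pH 5.0, 0.01% Tween-20, 37 C 40 min. Released glucose detected by Amplex Red/glucose oxidase (Ex 573/Em 610); AC50 from Hill fits.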
GAA spleen mod: inhibits or activates alpha-glucosidase in human spleen homogenate. Potency, µM (series often up to 79.9 µM), for inactives: at the highest dose activity change, negative = inhibition, most hits filed as inhibitors. AID 2112. 240,000 compounds, 0.006% hits. human spleen homogenate, 4-MU-alpha-glucoside fluorescence. P10253;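 note: 0% = enzyme with vehicle and -100% = no enzyme basal signal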
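Human spleen homogenate (1 ug) with 4-methylumbelliferyl-alpha-D-glucopyranoside (1 mM final) in 50 mM citrate/phosphate pH 5.0, 0.01% Tween-20; 40 min at 37 C. Stopped at pH 10; 4-MU fluorescence Ex 365/Em 440 nm; AC50 by Hill fit.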
RECQ1 helicase: blocks DNA unwinding by human RECQ1. P46063. RECQ1 DNA unwinding, red fluorescence kinetic read. Potency, µM (series often up to 57.3 µM), without a hit: at the highest dose activity, negative = inhibition, hits mostly inhibitors. 240,000 compounds, 0.54% hits. AID 2549;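 note: plate controls were vehicle for no effect and no enzyme for full effect; nearly all actives have a fitted effect of over 30% in size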
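RECQ1T1 50 nM; forked duplex (20 bp + 30-nt ss tails) 200 nM, ATP 2 mM final; pH 8.0, 2 mM MgCl2, 2.5 ug/ml poly(dI-dC); 15 min compound preincubation; discontinuous kinetic read over 2 h at RT.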
L3MBTL1 block: L3MBTL1 (human) inhibition; Potency, µM (top dose mostly 57.1 µM), for inactives: at the top dose activity, negative = inhibition, usual class: inhibitors; AlphaScreen L3MBTL1–H3K9me1 peptide binding; 230,000 compounds, 0.66% hits; AID 485360; note: nearly all actives have a fitted effect of over 60% in size
Target sequence (Q9Y468 whole entry, looked up): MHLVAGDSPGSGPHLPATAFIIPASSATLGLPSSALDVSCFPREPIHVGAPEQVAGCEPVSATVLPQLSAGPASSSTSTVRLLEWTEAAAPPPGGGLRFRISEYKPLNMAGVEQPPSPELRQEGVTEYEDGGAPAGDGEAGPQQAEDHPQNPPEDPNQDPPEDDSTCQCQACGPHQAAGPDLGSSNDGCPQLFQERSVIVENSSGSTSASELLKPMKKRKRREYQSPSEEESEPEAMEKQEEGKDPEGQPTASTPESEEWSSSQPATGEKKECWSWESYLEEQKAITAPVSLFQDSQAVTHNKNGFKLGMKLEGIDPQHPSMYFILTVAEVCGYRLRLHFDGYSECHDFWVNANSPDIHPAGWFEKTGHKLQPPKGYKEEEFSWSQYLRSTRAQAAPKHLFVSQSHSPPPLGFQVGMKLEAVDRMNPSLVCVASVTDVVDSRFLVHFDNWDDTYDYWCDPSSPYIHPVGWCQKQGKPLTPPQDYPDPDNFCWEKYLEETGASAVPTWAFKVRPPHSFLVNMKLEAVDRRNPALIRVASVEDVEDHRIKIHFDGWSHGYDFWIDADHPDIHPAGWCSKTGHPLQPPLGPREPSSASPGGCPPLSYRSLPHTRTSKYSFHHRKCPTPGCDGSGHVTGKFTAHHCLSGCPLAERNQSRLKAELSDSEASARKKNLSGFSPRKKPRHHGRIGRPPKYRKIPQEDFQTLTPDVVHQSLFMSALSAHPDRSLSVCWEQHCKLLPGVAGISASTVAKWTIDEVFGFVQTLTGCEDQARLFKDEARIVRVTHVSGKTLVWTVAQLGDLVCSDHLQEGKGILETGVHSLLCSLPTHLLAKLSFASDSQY
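AlphaScreen proximity signal between nickel-chelate acceptor and streptavidin donor beads (final 10 ug/mL) reports binding of 50 nM L3MBTL1 to 75 nM biotin-H3 K9me1 peptide; complex incubated with compounds 30 min at room temperature; cefsulodin titration as control.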
TRb-SRC2 inh: TRbeta-SRC2 interaction inhibition | AID 1469 | Potency, µM (series often up to 106 µM), for the others: at the highest dose activity change, negative = inhibition, actives largely listed as inhibitors | TRbeta-SRC2 peptide binding, fluorescence polarization; receptor liganded with 1 µM T3 | 280,000 compounds, 0.065% hits;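 note: plate controls were bound peptide for no effect and peptide without receptor for full effect; nearly all actives have a fitted effect of over 50% in size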
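Polarization signal, normalized between peptide-alone and full complex controls, measured compound effects on T3-liganded human TRb LBD (0.6 uM) binding 20 nM Texas Red SRC2 peptide after 5 hr.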
* hit, by the source's call; i = inactive; u = inconclusive; x = not tested or not shown; [ ] = remark or other dose. Unless noted, calls come from the whole dose curve; as a rule, active = well fitted curve in the direction sought with a large enough effect; inconclusive = small, poorly fitted or top-dose-only effect, or another doubt; inactive = no such curve, though single readings can be large; an effect the other way counts as inactive or inconclusive. Unless noted, % is set by controls: 0 for no effect and ±100 for the full control effect; potency is the fitted concentration of half-maximal effect. Only part of the results is shown; count on the stated rates, not on these rows.

SMILES	TR SRC2 fluor cs	GoLoco inh red	GAA inh	GAA glycogen	GAA spleen mod	RECQ1 helicase	L3MBTL1 block	TRb-SRC2 inh
CC12CCC(=O)N1C(C(=O)OCC(=O)Nc1cccc(Br)c1)CS2 (stereo not drawn)	-3%	6%	-2%	1%	0%	i	u	11%
CC1CCCCN1C(=O)COc1ccc(NC(=O)c2ccco2)cc1 (stereo not drawn)	3%	8%	-2%	1%	0%	-28%	7%	4%
CCCCOc1ccc(-c2nc(=S)[nH][nH]2)cc1	-5%	13%	-2%	-3%	-4%	-4%	x	2%
O=C(CSCC(=O)Nc1cccc([N+](=O)[O-])c1)Nc1ccccc1	-1%	4%	1%	11%	-1%	-6%	-10%	1%
CCOc1cc(S(=O)(=O)N2CCOCC2)ccc1F	2%	-12%	0%	-6%	3%	-4%	1%	-9%
Cc1cc(C)n(CCNC(=O)c2cc(COc3ccc(F)cc3Cl)on2)n1	2%	6%	x	-6%	0%	i	5%	-2%
Cn1cc(C(=O)NC2C3CC4CC(C3)CC2C4)cn1 (stereo not drawn)	-9%	7%	-5%	1%	2%	-3%	-1%	-1%
O=C(Nc1ccccc1N1CCN(C(=O)c2ccccc2)CC1)c1ccccc1Cl	2%	5%	x	0%	-5%	i	x	1%
CCNC(=O)C(=O)Nc1ccc([N+](=O)[O-])cc1	0%	0%	1%	-6%	-2%	-1%	3%	7%
COc1ccccc1N1C(=O)c2ccc(C(=O)Nc3nccs3)cc2C1=O	-1%	5%	-1%	-3%	-15%	-4%	-27%	6%
CC(C)NCC(O)COc1ccc(Br)cc1 (stereo not drawn)	-2%	3%	3%	10%	3%	-5%	-1%	-12%
O=C(COC(=O)c1ccncc1)Nc1ccccc1	-3%	10%	0%	-5%	x	i	0%	0%
O=C(CSC(=S)N1CCCCC1)c1ccccc1	-2%	19%	2%	0%	-6%	i	19%	-3%
CCC(C)Oc1ccc(/C=C/c2[nH]c(=O)[nH]c(=O)c2[N+](=O)[O-])cc1OC (stereo not drawn)	0%	2%	2%	-6%	-5%	-12%	x	1%
CCN(CC)CCCNC(=O)/C(=C\c1cccn1C)NC(=O)c1cccs1	0%	-12%	0%	4%	-8%	1%	-7%	10%
Nc1c(C(=O)N/N=C/c2ccc(F)cc2)oc2nc(-c3ccccc3)cc(-c3ccco3)c12	-4%	10%	x	4%	-6%	13%	-18%	-5%
O=c1[nH]c(=S)c2c(n1-c1ccccc1)CCC2	0%	4%	-5%	-1%	3%	7%	x	1%
O=c1c2ccccc2nnn1CSc1nnc(-c2ccc3c(c2)OCO3)o1	0%	16%	-7%	4%	1%	0%	4%	-4%
Cc1cc(C)n2nc(-c3ccccc3)cc2n1	-3%	4%	0%	11%	5%	-3%	12%	-1%
O=C(Nc1ccc(CN2CCCCC2)cc1)c1sc2ccccc2c1Cl	-2%	10%	x	1%	1%	-1%	x	0%
C=CCOC(=O)NC(c1ccc(F)c(F)c1)C(C(=O)CCl)C(=O)OC (stereo not drawn)	-2%	-5%	x	x	2%	11%	x	0%
O=C1CC(N(CCc2ccccc2)C(=S)Nc2cc(Cl)ccc2Cl)C(=O)N1c1c(Cl)cccc1Cl (stereo not drawn)	4%	13%	-1%	-6%	-6%	-11%	2%	-13%
COc1ccc(OCC(=O)N2CCN(C(=O)c3cccc4ccccc34)CC2)cc1	2%	9%	-4%	5%	0%	i	-7%[11.4 µM]	-3%
COc1ccc(C(=O)NCc2ccccn2)cc1[N+](=O)[O-]	0%	8%	-28%	5%	1%	i	12%	0%
Cc1onc(-c2c(F)cccc2Cl)c1C(=O)NCCN1CCNC1=O	-2%	8%	x	1%	-4%	-6%	-3%	-4%
COc1ccc(C(=O)N2CCN(C(=O)c3ccco3)CC2)cc1OC	-1%	-5%	-10%	4%	-1%	-6%	-2%	5%
CCCOCCc1nnc(N)s1	2%	-8%	x	8%	2%	i	x	1%
COC(=O)C(Cc1cnc(Cl)s1)(C(=O)OC)c1ccccc1[N+](=O)[O-]	-4%	6%	-10%	4%	3%	-8%	x	-12%
CCOC(=O)N/N=C1/C[C@@H](O)[C@@H](O)[C@@H]2[C@@H]3C(=O)N(c4cccc(Oc5ccccc5)c4)C(=O)[C@H]3CC[C@@H]12	-6%[11.2 µM]	x	x	x	1%[17.4 µM]	i[11.5 µM]	x	-3%[11.2 µM]
COc1cc(C)c(CNc2cccc(C)c2)cc1C	0%	-12%	-1%	21%	1%	2%	x	7%
Cc1cc(C)n2nc(C(=O)Nc3nccs3)nc2n1	2%	-1%	-5%	-12%	0%	i	13%	2%
Cc1ccc(CNc2ccc(CNc3ncn[nH]3)cc2)cc1	-4%	2%	u	22%	-2%	-6%	x	-5%
O=C(O)CCCC(=O)Nc1cccc(C(=O)Nc2ccccc2C(=O)O)c1	-3%	12%	-1%	18%	1%	3%	-14%	2%
COc1ccc(S(=O)(=O)N2CCOCC2)cc1NC(=O)CN1CCCCCC1	-1%	9%	-3%	29%	-3%	4%	1%	2%
O=C1/C(=C\c2ccc(O)c(O)c2)N=C2CCCCCN12	-2%	-22%	x	7.1µM*	-7%	-5%	u	1%
Cc1nnc(NC(=O)c2cccc(F)c2)s1	-4%	-15%	u	9%	-7%	0%	-3%	5%
CCOC(=O)n1c(=O)n(C)c2ccc(Br)cc21	-3%	8%	0%	-2%	-3%	-7%	9%	2%
N#Cc1ccccc1Cn1c(=O)n(C2CCCC2)c(=O)c2ccccc21	-1%	-4%	5%	1%	-14%	-11%	x	-23%
S=C1NC(c2ccccc2)=NCN1c1ccccc1	-4%	21%	5%	1%	-7%	0%	x	-4%
N#CC1=C2SCN(Cc3ccccc3)CN2C(=O)CC1c1ccc2c(c1)OCO2 (stereo not drawn)	2%	-24%	-11%	-26%	7%	-13%	-8%	-18%

Overlap with the part before: five compounds, then new ones.
SMILES	TR SRC2 fluor cs	GoLoco inh red	GAA inh	GAA glycogen	GAA spleen mod	RECQ1 helicase	L3MBTL1 block	TRb-SRC2 inh
Cc1nnc(NC(=O)c2cccc(F)c2)s1	-4%	-15%	u	9%	-7%	0%	-3%	5%
CCOC(=O)n1c(=O)n(C)c2ccc(Br)cc21	-3%	8%	0%	-2%	-3%	-7%	9%	2%
N#Cc1ccccc1Cn1c(=O)n(C2CCCC2)c(=O)c2ccccc21	-1%	-4%	5%	1%	-14%	-11%	x	-23%
S=C1NC(c2ccccc2)=NCN1c1ccccc1	-4%	21%	5%	1%	-7%	0%	x	-4%
N#CC1=C2SCN(Cc3ccccc3)CN2C(=O)CC1c1ccc2c(c1)OCO2 (stereo not drawn)	2%	-24%	-11%	-26%	7%	-13%	-8%	-18%
N#Cc1c(NC(=O)c2ccncc2)sc2c1CCC2	-10%	60%[activator]	-2%	-6%	-7%	u	u	-5%
COc1ccc(OC)c(S(=O)(=O)NC2CCCCC2)c1	1%	1%	-1%	-6%	-4%	-5%	x	13%
Cc1cc(C)c(S(=O)(=O)/N=C2/C=C(SCC(=O)O)C(=O)c3ccccc32)cc1C	-20%	52%[activator]	-1%	-20%	-22%	u	x	u
Cc1cc(C)nc(NC(=NCCc2c[nH]c3ccccc23)NC(=O)C(C)(C)C)n1	-1%	-2%	x	2%	-1%	-3%	5%	1%
CN(C(=O)/C=C/c1ccc2c(c1)OCO2)c1ccccc1	0%	3%	-5%	1%	-3%	-2%	x	9%
CC(C)(C)NC(=S)NCCc1ccccc1	0%	x	0%	15%	-3%	0%	4%	-3%
CCOC(=O)c1sc(NC(=O)Cn2nnc3sc4c(c3c2=O)CCC(C(C)(C)C)C4)nc1C (stereo not drawn)	-2%	22%	-8%	0%	-20%	1%	0%	5%
OCC1(CCOc2ccccc2)CCN(Cc2cccn2-c2ncccn2)CC1	-1%	-3%	x	4%	-5%	i	-1%	4%
CC(=O)c1c(C)[nH]c(C(=O)NC2=NCCS2)c1C	0%	18%	2%	4%	2%	3%	-4%	1%
C/C(=N\NC(=O)c1ccc(NS(=O)(=O)c2cccs2)cc1)c1ccc(O)cc1O	-1%	2%	u	-22%	7%	7%	-17%	2%
COc1ccc(-c2c(C(F)(F)F)oc3c(CN4CCN(C)CC4)c(O)ccc3c2=O)cc1	3%	-8%	2%	3%	2%	0%	12%	0%
CCOc1ccc(N(C(C)C(=O)NCc2ccco2)S(C)(=O)=O)cc1 (stereo not drawn)	0%	-1%	7%	7%	2%	-14%	x	4%
CC(C)Cc1nc2n[nH]c(N)c2c2c1CCC2	-4%	5%	-2%	u	-15%	-4%	x	5%
Cc1ccc(/C=C(\C#N)C(=O)Nc2ccccn2)o1	-7%	13%	-8%	7%	-4%	24%	-10%	3%
O=C(NCCN1CCOCC1)c1cc(Sc2ccc(F)cc2F)nc2ccccc12	0%	-3%	5%	6%	0%	-13%	x	2%
COc1cccc(/C=C/C(=O)Nc2ccc3[nH]c(=O)[nH]c3c2)c1	-4%	22%	u	1%	-3%	15%	-7%	7%
O=C(O)CN(c1ccc2c(c1)OCCO2)S(=O)(=O)c1ccccc1	-4%	4%	-5%	-3%	1%	i	15%	-5%
CN(CCCNS(=O)(=O)c1cccc2cccnc12)Cc1ccccc1	0%	4%	-10%	7%	-7%	-5%	x	-20%
Cn1c(SCC(=O)N2CCN(c3ccccc3)CC2)nnc1-c1ccco1	-7%	3%	-2%	8%	3%	-5%	1%	-3%
C/C(NCCCn1ccnc1)=C(\C#N)C(N)=O	0%	6%	-2%	4%	-4%	-4%	2%	1%
Cc1ccc(N)c2c1OCCC2=O	1%	14%	7%	3%	-8%	-2%	5%	0%
